Assay outcomes as filed in PubChem BioAssay.
OPRM1-OPRD1 inv: inverse agonists of human mu-delta opioid receptor heterodimerization; P35372+P41143; cell-based MOR-DOR heterodimer luminescence, inverse agonism; inhibition, % at 9.3 µM; actives 0.21% (n = 340,000); AID 504357; in the data active = inhibition above about 22%, passing the limit was not always enough;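 also: 0% = cells with DMSO and 100% = wells without cells with DMSO; values of inactives mirror those of a sister screen read the other way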
Target sequence (P35372 whole entry, looked up): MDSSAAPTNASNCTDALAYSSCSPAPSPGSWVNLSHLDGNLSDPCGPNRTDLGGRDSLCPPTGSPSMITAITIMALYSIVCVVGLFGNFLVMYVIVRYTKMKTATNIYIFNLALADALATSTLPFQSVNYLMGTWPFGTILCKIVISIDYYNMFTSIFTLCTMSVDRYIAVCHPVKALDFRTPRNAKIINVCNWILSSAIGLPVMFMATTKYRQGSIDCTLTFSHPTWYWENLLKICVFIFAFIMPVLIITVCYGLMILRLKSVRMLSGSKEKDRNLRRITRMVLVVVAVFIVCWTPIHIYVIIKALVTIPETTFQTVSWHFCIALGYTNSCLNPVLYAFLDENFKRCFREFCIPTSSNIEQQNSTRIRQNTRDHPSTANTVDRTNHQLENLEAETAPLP
Target sequence (P41143 whole entry, looked up): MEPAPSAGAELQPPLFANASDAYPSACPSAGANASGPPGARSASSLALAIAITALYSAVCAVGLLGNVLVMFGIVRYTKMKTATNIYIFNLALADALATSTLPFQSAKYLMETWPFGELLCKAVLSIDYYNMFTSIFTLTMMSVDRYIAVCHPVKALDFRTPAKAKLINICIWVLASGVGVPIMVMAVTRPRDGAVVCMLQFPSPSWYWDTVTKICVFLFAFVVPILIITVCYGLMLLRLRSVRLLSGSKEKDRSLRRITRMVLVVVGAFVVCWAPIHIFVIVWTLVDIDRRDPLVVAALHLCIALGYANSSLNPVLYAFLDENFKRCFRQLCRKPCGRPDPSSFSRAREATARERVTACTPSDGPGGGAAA
Cardiac RTF inh: cardiac RTF calcium desensitization; P19429+P45379; IANBD-labeled cardiac RTF, Ca2+ fluorescence; inhibition, % at 7.15 µM; actives 0.12% (n = 340,000); AID 493244;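 active = inhibition above the mean inhibition of all tested compounds plus 3 SD, cut at about 17% in these data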;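 also: assay run at fixed EC70 calcium of 1.6 mM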
cardiac RTF act: cardiac RTF calcium sensitization | P19429+P45379 | IANBD-labeled TnC RTF fluorescence at EC20 calcium; 0% EC20 calcium, 100% full calcium | activation, % at 7.2 µM | actives 0.24% (n = 340,000) | AID 493008;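 active = activation above the mean over all tested compounds plus 3 SD, cut at about 30% in these data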;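 also: rise in fluorescence read as greater calcium sensitivity of cardiac thin filaments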
OPRM1-OPRD1 ag: OPRM1-OPRD1 heterodimerization agonism; actives 0.3% (n = 340,000); P35372+P41143; AID 504326; activation, % at 9.3 µM; cells, luminescence; in the data active = activation above about 18%;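 also: 0% = vehicle-treated cells and 100% = reference agonist; values of inactives mirror those of a sister screen read the other way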
HTR5A inv ag: counter-screen for OPRM1-OPRD1 inverse agonists: human HTR5A inverse agonism; HTR5A cell line, luminescence; P47898; actives 0.083% (n = 340,000); inhibition, % at 9.3 µM; in the data active = inhibition mostly above about 23%, no sharp cut-off; inactive = mostly below about 18%;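 also: 0% = cells with DMSO and 100% = no-cell wells with DMSO; some compounds called inactive have numbers as strong as hits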
Keap1-Nrf2 PPI: Keap1-Nrf2 (human) interaction inhibition; Keap1 Kelch-Nrf2 peptide fluorescence polarization, 1536-well; AID 504523; Q14145; actives 0.15% (n = 340,000); inhibition, % at 9.4 µM; in the data active = inhibition above about 12%;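 also: human Keap1 Kelch domain with fluorescein labeled Nrf2 9mer peptide probe; 0% = neutral control wells and 100% = peptide positive control; higher means more block of Keap1 binding to Nrf2 peptide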
HTR5A ag ctr: activates human HTR5A in OPRM1-OPRD1 agonist counter-screen. P47898. HTR5A agonist assay, luminescence, cell-based. activation, % at 9.3 µM. actives 0.61% (n = 340,000). AID 504692; in the data active = activation mostly above about 9.5%, no sharp cut-off; inactive = mostly below about 7.6%;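 also: 0% = cells with vehicle only and 100% = reference agonist; strong numbers were not always called active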
V-ATPase pH: regulators of yeast V-ATPase proton transport. S. cerevisiae, pHLuorin cytosolic pH fluorescence. actives 0.37% (n = 350,000). response, % at 10 µM; in the data active = response mostly above about 7.3%, no sharp cut-off; inactive = mostly below about 5.4%; also: actives read high; inactives centre near 0; some compounds called inactive have numbers as strong as hits; reference of the scale not given here
LANA DNA inh: inhibitors of KSHV LANA C-terminal domain DNA binding; MBP-C-LANA/FAM-LBS DNA binding, fluorescence polarization; inhibition, % at 9 µM; actives 0.078% (n = 340,000); AID 504423;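 active = highest replicate inhibition at or above 60% at 9 µM, even if other replicates fall short; inactive = all replicates below 60% inhibition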;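 also: 0% = neutral control wells and 100% = 4 µM acridine orange control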
CAL PDZ FP: inhibitors of human CAL PDZ peptide binding | purified CAL PDZ, TMR-peptide fluorescence polarization, 1 h | inhibition, % at 24.9 µM | AID 602252 | actives 0.92% (n = 300,000) | Q9HD26;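 active = mean inhibition of at least 30% with at least half of replicates also reaching 30%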;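 also: 0% = DMSO neutral control and 100% = excess unlabeled competitor peptide PRC23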
Numbers without * were called inactive; . = no result given.

SMILES	OPRM1-OPRD1 inv	Cardiac RTF inh	cardiac RTF act	OPRM1-OPRD1 ag	HTR5A inv ag	Keap1-Nrf2 PPI	HTR5A ag ctr	V-ATPase pH	LANA DNA inh	CAL PDZ FP
COc1cccc(C2C(C#N)=C(N)SC(c3ccccc3)C2[N+](=O)[O-])c1 (stereo not drawn)	2	6	-4	-0.5	2	-1	3	-3	0.1	.
O=C(CO/N=C/c1ccccc1)Nc1c(F)c(F)c(F)c(F)c1F	0	3	-9	0.1	-8	0	3	-2	-0.4	2
COc1ccccc1CC(=O)NCCc1c[nH]c2ccccc12	7	2	-3	-1.1	-17	1	-2	-2	1.5	-6
O=C1CC(C(=O)N2CCN(c3ccccc3O)CC2)CN1Cc1ccccc1 (stereo not drawn)	15	-2	-2	-2.7	-9	1	7	2	-0.1	-4
Cc1nc(SC(C)C(=O)NC2CCCCC2C)c2c(C)c(C)sc2n1 (stereo not drawn)	-5	-6	1	1.6	-5	1	1	1	-1.0	-2
O=C(NC1CCSc2ccccc21)c1ccc(C(F)(F)F)cc1 (stereo not drawn)	-48	-9	4	8.6	-30	0	12	-2	0.4	-2
C=CCOc1ccc(C(c2c(C(=O)O)[nH]c3ccccc23)c2c(C(=O)O)[nH]c3ccccc23)cc1	14	10	-13	-3.1	10	0	-3	-2	7.4	-3
COc1ccc(C(=O)Nc2ccc([N+](=O)[O-])cn2)cc1OC	1	-12	-3	-0.2	-7	-1	3	3	0.1	-2
COc1ccccc1C(=O)NNC(=O)c1ccc(Br)o1	4	-11	0	-0.7	17	2	-7	-6	1.4	.
Cn1cc(Cl)c(-c2n[nH]c(=S)n2-c2ccccc2)n1	12	4	5	-2.1	18	-5	5	1	-0.4	-1
CC(c1ccccc1)n1cc(C(=O)NCCN2CCOCC2)nn1 (stereo not drawn)	9	-1	-1	-1.6	-19	-1	4	-5	-0.4	-1
CCC(CC)NC(=O)CO/N=C/c1ccc(Cl)cc1Cl	6	-4	-3	-1.2	-5	2	1	1	0.3	0
COCc1cc(=O)n2[nH]c(C(C)(C)C)cc2n1	11	-1	1	-2.2	7	1	-1	1	1.5	.
O=C(c1ccc(N2CCN(C(=O)c3ccc(F)c(F)c3)CC2)cc1)c1cccc(F)c1	-7	-3	4	2.3	2	0	4	2	-0.1	-1
O=C(NCc1ccco1)c1ccccc1NS(=O)(=O)c1ccc(Cl)s1	0	-14	11	0.1	3	-5	2	-3	0.5	-2
Cc1ccc(NC(=O)CCCNC(=O)c2ccc(Cl)cc2)c(O)c1	-3	-8	-3	0.5	0	-7	-1	-3	0.1	0
CN(C)CCCNC(=O)CC(c1ccccc1)c1ccccc1O (stereo not drawn)	6	-4	-2	-1.4	-22	-4	-1	5	0.1	.
Cc1cccc(NC(=O)COc2cccc3c2CCN(C)C3=O)c1	1	-7	13	-0.2	-7	-8	3	-2	2.8	-3
COc1cc(OC)cc(-c2nc3ccccc3c(=O)n2OC(=O)c2ccc(C)c(C)c2)c1	-5	3	-1	1.0	-32	8	7	4	-0.2	-2
O=C(N/C(=C/c1cccnc1)C(=O)N1CCCCCC1)c1cccc(Br)c1	16	1	-1	-3.2	4	-6	-2	2	3.1	.

An excerpt from above with just V-ATPase pH, CAL PDZ FP and HTR5A inv ag:
| Molecule | V-ATPase pH | CAL PDZ FP | HTR5A inv ag |
| --- | --- | --- | --- |
| COc1ccccc1C(=O)NNC(=O)c1ccc(Br)o1 | -6 | . | 17 |
| CC(c1ccccc1)n1cc(C(=O)NCCN2CCOCC2)nn1 (stereo not drawn) | -5 | -1 | -19 |

The list goes on:
SMILES	OPRM1-OPRD1 inv	Cardiac RTF inh	cardiac RTF act	OPRM1-OPRD1 ag	HTR5A inv ag	Keap1-Nrf2 PPI	HTR5A ag ctr	V-ATPase pH	LANA DNA inh	CAL PDZ FP
O=C(NCC1CCCO1)C(c1ccc(F)cc1)N(Cc1ccc(F)cc1)C(=O)Cn1nnc(-c2cccs2)n1 (stereo not drawn)	19	-2	3	-3.1	4	3	1	-2	0.4	4
C(=NCCCN1CCOCC1)c1ccc2c(c1)OCO2	5	-7	1	-0.9	-23	4	7	-3	0.0	-2
O=C(COc1ccc(-c2nnco2)cc1)NCc1ccccc1Cl	5	6	0	-0.9	3	-1	-2	-2	1.8	-4
CCOC(=O)c1ccc(-n2c(N)c(C(=O)NCC3CCCO3)sc2=S)cc1 (stereo not drawn)	34*	-1	4	-6.8	-8	2	-4	-3	0.5	-3
CCOc1ccc(N=C/C=C/c2ccccc2)c(O)c1	-44	-9	9	9.4	-1	9	0	-3	6.1	1
O=C(O)C1CCN(C(=O)COc2ccc(Br)cc2)CC1	13	-2	2	-2.5	-10	-2	-2	-3	-0.4	.
CCOCC(=O)Nc1c(C(=O)Nc2ccccc2OC)oc2ccccc12	11	8	-1	-2.0	3	-1	-2	1	0.7	1
CCOc1ccc(-n2c(COc3ccccc3)nnc2SCC(N)=O)cc1	12	14	3	-2.0	-26	2	3	5	1.7	0
O=C(CNS(=O)(=O)c1ccc(Cl)cc1)OCC(=O)N1CCCc2ccccc21	3	-5	5	-0.5	-16	-4	4	2	-0.3	-2
Fc1ccc2cc(CCO[C@H]3CCCCO3)ncc2c1	8	-12	2	-1.5	-4	-4	-2	-2	-0.5	5
N/C(=N\OC(=O)c1ccc(F)cc1)c1ccccc1	-32	-7	3	5.6	-2	2	3	-2	0.6	.
CC(=O)Nc1cccc(C(=O)NNC(=O)c2n[nH]c(=O)c3ccccc23)c1	22	-1	-4	-4.2	-12	1	3	-3	0.6	.
O=C(c1ccccc1)C(O)c1ccccc1 (stereo not drawn)	18	-1	-6	-3.3	-12	-5	3	9	0.2	0
O=C(Nc1ccncc1)c1ccccc1-c1ccccc1	9	1	2	-1.8	-2	2	1	0	-0.4	4
COc1cccc(-c2sc3ccc(OC)cc3c2-c2ccc(OCCN3CCCCC3)cc2)c1	-22	-4	-9	4.6	-17	0	5	-1	2.8	-4
S=C(Nc1ccc(Cl)cc1)N(CCCN1CCOCC1)Cc1ccco1	13	-4	16	-2.4	-26	-2	0	6	2.6	.
COc1ccc(OCc2cc(C(=O)NC(C)Cn3cncn3)no2)c(Cl)c1 (stereo not drawn)	8	-10	2	-1.4	-32	1	-2	-9	0.2	-5
O=C(COC(=O)c1ccc(F)c(S(=O)(=O)N2CCOCC2)c1)NCc1ccc(Cl)cc1	-1	-4	3	0.2	10	-4	2	2	-1.2	-1
COc1ccc(-c2nnc(NC(=O)Cc3ccccc3)s2)c(OC)c1	-14	-14	0	2.7	18	-4	1	-5	-2.4	9
NC(=O)NC(=O)CSc1nc(C2CCCCC2)n(-c2ccccc2)n1	6	-3	0	-0.8	-16	4	-2	1	1.6	-1

Next part
SMILES	OPRM1-OPRD1 inv	Cardiac RTF inh	cardiac RTF act	OPRM1-OPRD1 ag	HTR5A inv ag	Keap1-Nrf2 PPI	HTR5A ag ctr	V-ATPase pH	LANA DNA inh	CAL PDZ FP
CCCCN(CCCC)C(=S)NC(=O)C(C)(C)C	13	-12	5	-2.1	-6	0	2	5	1.4	-3
COc1cccc(NC(=O)Cc2nnc(SCC(=O)NC3=NCCS3)n2C)c1	-4	-11	-1	0.5	3	-4	-1	4	0.9	.
COC(=O)N/N=C/c1cn(Cc2ccc(F)cc2)c2ccccc12	16	-3	2	-3.3	2	3	-6	0	1.3	2
CC(C)(C)NC(=O)Nc1ccc(F)c(Cl)c1	8	-17	-3	-1.8	7	-4	-4	-1	0.8	-4
CC(Oc1cccc2cccnc12)C(=O)N/N=C/c1ccc2c(c1)OCO2 (stereo not drawn)	3	-8	11	-0.6	10	-1	-4	7.0*	-5.2	4
O=c1[nH]c2ccccc2nc1/C=C(\O)c1cccs1	-7	-74	61*	1.5	-12	-15	3	1	-16	-3
Cc1ccc(C)c(N2N=C(C(=O)OCC(=O)N(C)c3ccccc3)CCC2=O)c1	20	-2	5	-4.0	3	3	1	-4	1.0	-2
CC(C)c1ccc(N(C(=O)c2cc3ccccc3oc2=O)C2C=CS(=O)(=O)C2)cc1 (stereo not drawn)	6	-4	3	-1.2	-11	-4	3	0	-2.0	10
COCCCNC(=S)NNC(=O)c1cc(-c2cccnc2)nc2ccccc12	23	-8	-1	-4.3	3	-1	-5	0	0.7	-1
c1ccc2c(-c3nn[nH]n3)cccc2c1	5	2	-5	-0.8	4	-5	4	1	0.0	-1
O=C1CCCN1CCCNC(=S)Nc1cccc2ccccc12	-20	-6	6	3.8	11	-8	9	3	-2.3	7
COc1cccc(C(=O)NC(=O)Nc2nc(C)cc(C(F)(F)F)n2)c1	-4	-3	2	0.7	-7	-2	2	-4	0.0	-2
CCC(C)c1c(O)nc(SCC(=O)N2CCCCCC2)[nH]c1=O (stereo not drawn)	3	-50	0	-0.4	-5	-3	2	3	2.4	.
Cc1cc(O)cc2c(=O)c3ccccc3sc12	-20	-1	-2	4.0	5	3	-1	-3	0.6	-3
O=C(/C=C/c1ccc2c(c1)OCO2)c1ccccn1	2	-9	4	-0.4	19	-4	2	0	-1.0	.
COc1ccc(C(=O)Oc2ccc3oc(=O)sc3c2)cc1	-9	-3	-1	1.8	3	-4	6	0	-2.8	-5
CO/N=C(\CS(=O)(=O)Cc1ccc(OC)cc1)c1ccc(Cl)cc1	-21	-3	-1	3.7	-1	-1	9	6	-1.0	-4
CSc1ccccc1NC(=O)c1cnc2scc(C)n2c1=O	14	-1	-4	-2.6	-24	-2	8	4	-1.2	.
COc1ccc(C(=O)Nc2ccnn2C2CCN(C(=O)CCC(F)(F)F)CC2)cc1	8	-4	-1	-1.5	1	4	2	-1	-8.7	0

Four entries from above, with each value named.
> Cc1cccc(NC(=O)COc2cccc3c2CCN(C)C3=O)c1
  OPRM1-OPRD1 inv = 1
  Cardiac RTF inh = -7
  cardiac RTF act = 13
  OPRM1-OPRD1 ag = -0.2
  HTR5A inv ag = -7
  Keap1-Nrf2 PPI = -8
  HTR5A ag ctr = 3
  V-ATPase pH = -2
  LANA DNA inh = 2.8
  CAL PDZ FP = -3
> COc1cc(OC)cc(-c2nc3ccccc3c(=O)n2OC(=O)c2ccc(C)c(C)c2)c1
  OPRM1-OPRD1 inv = -5
  Cardiac RTF inh = 3
  cardiac RTF act = -1
  OPRM1-OPRD1 ag = 1.0
  HTR5A inv ag = -32
  Keap1-Nrf2 PPI = 8
  HTR5A ag ctr = 7
  V-ATPase pH = 4
  LANA DNA inh = -0.2
  CAL PDZ FP = -2
> O=C(N/C(=C/c1cccnc1)C(=O)N1CCCCCC1)c1cccc(Br)c1
  OPRM1-OPRD1 inv = 16
  Cardiac RTF inh = 1
  cardiac RTF act = -1
  OPRM1-OPRD1 ag = -3.2
  HTR5A inv ag = 4
  Keap1-Nrf2 PPI = -6
  HTR5A ag ctr = -2
  V-ATPase pH = 2
  LANA DNA inh = 3.1
  CAL PDZ FP = .
> O=C(NCC1CCCO1)C(c1ccc(F)cc1)N(Cc1ccc(F)cc1)C(=O)Cn1nnc(-c2cccs2)n1 (stereo not drawn)
  OPRM1-OPRD1 inv = 19
  Cardiac RTF inh = -2
  cardiac RTF act = 3
  OPRM1-OPRD1 ag = -3.1
  HTR5A inv ag = 4
  Keap1-Nrf2 PPI = 3
  HTR5A ag ctr = 1
  V-ATPase pH = -2
  LANA DNA inh = 0.4
  CAL PDZ FP = 4
